Salmonella PhoP GFP: inhibitors of PhoP regulon expression, primary screen, Salmonella Typhimurium, GFP reporter (AID 1863) | S. Typhimurium PhoP-regulated promoter GFP reporter, 4 h; higher % means a stronger effect | inhibition, % at 50 µM; hits with a dose series show IC50 in µM | hit rate 0.16% among 300,000;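 active = inhibition over 29.93%, a cutoff 3 SD above the screen mean, later confirmed by dose response; inconclusive = inhibition over 29.93% but no dose response follow-up; inactive = inhibition at most 29.93% or unconfirmed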;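 note: 0% = low Mg2+ inducing control and 100% = high Mg2+ repressing control; strong numbers were not always called active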
Myeloid diff MLP: promotes myeloid progenitor differentiation. calls only at 10 µM. ER-HoxA9 myeloid progenitors, lysozyme-GFP differentiation, flow cytometry. hit rate 1% among 360,000. AID 624256;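 active = normalized GFP-positive differentiation at or above the plate's own cutoff, the solvent-only control mean plus 3 SD; inconclusive = no clear call, values can overlap the other calls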;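 note: cells exposed to compound for four days before flow analysis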
Myeloid diff MLP GFP+ MAC1+ %: recorded beside Myeloid diff MLP, whose call it bears; GFP+ MAC1+ double positive, %; measured here: differentiation confirmed by MAC1 staining
Numbers without * were called inactive; i = inactive; ? = inconclusive; . = not tested or not shown; + = active, no number.

SMILES | Salmonella PhoP GFP | Myeloid diff MLP | Myeloid diff MLP GFP+ MAC1+ %
CCOC(=O)c1c(C)[nH]c(C(=O)OCC(=O)Nc2sc(C(=O)N(C)C)c(C)c2C(=O)OCC)c1C | -4% | i | 1.2
Cc1cccn2c(=O)nc(SCC(=O)N3CCN(c4ccccc4)CC3)nc12 | 1% | i | 1.1
COc1ccc(CNC(=O)COC(=O)CCOc2ccc(C)cc2)cc1OC | -2% | i | 1.0
CCN(CC)S(=O)(=O)c1ccc(N2CCN(C)CC2)c(NC(=O)CSCC(=O)Nc2cccc(C)c2)c1 | 11% | i | 1.1
CCOC(=O)C1=C(COC(=O)CCNS(=O)(=O)c2ccc(NC(C)=O)cc2)NC(=O)NC1C (stereo not given) | 8% | i | 0.8
Cc1ccc(OC(=O)C2CCN(C(=O)c3ccccc3C)CC2)c(Br)c1 | -2% | i | 0.9
COc1cccc(-c2nn(-c3ccc(C)cc3)cc2C(=O)NCC2CCCO2)c1 (stereo not given) | -9% | i | 1.4
Cc1ccc(-c2nn(-c3ccccc3Cl)cc2C(=O)NCC2CCCO2)cc1 (stereo not given) | -8% | i | 0.5
O=C(c1ccncc1)N1CCN(S(=O)(=O)c2cccc(Cl)c2)CC1 | -1% | i | 0.0
COc1ccc(S(=O)(=O)NC2CC(=O)N(c3ccc(C)c(C)c3)C2)cc1 (stereo not given) | 10% | i | 0.7
C=CCOc1ccccc1OCC(O)CNC(C)C (stereo not given) | -4% | i | 2.4
O=C(COC(=O)CNS(=O)(=O)c1ccc(Br)cc1Cl)Nc1ccc(N2CCOCC2)cc1 | -5% | i | 0.5

Record cards, from the list above:
CCN(CC)S(=O)(=O)c1ccc(N2CCN(C)CC2)c(NC(=O)CSCC(=O)Nc2cccc(C)c2)c1 across the screens: Salmonella PhoP GFP = 11%; Myeloid diff MLP = i; Myeloid diff MLP GFP+ MAC1+ % = 1.1
O=C(COC(=O)CNS(=O)(=O)c1ccc(Br)cc1Cl)Nc1ccc(N2CCOCC2)cc1 across the screens: Salmonella PhoP GFP = -5%; Myeloid diff MLP = i; Myeloid diff MLP GFP+ MAC1+ % = 0.5

Later entries
SMILES | Salmonella PhoP GFP | Myeloid diff MLP | Myeloid diff MLP GFP+ MAC1+ %
O=C(Cc1n[nH]c(=O)c2ccccc12)Nc1cc(Cl)ccc1-n1cncn1 | -4% | i | 1.3
Cc1ccccc1NC(=O)COc1coc(CN2CCCc3ccccc32)cc1=O | 4% | i | 0.4
Cc1noc(C)c1CSCC(=O)Nc1cc(S(=O)(=O)N2CCOCC2)ccc1OCC(F)(F)F | 1% | i | 0.3
COc1ccc(CCNS(=O)(=O)c2cc3c4c(c2)CCN4C(=O)CC3)cc1 | 3% | i | 0.6
C=CCOC(=O)C1=C[C@@H](c2ccc3c(c2)OCO3)C[C@@H](OCCCCO)O1 | -3% | i | 1.4
CC1CCN(C(=O)COC(=O)c2cc([N+](=O)[O-])ccc2N2CCOCC2)CC1 | -9% | i | 0.3
COc1ccc(NS(=O)(=O)c2cccc(C(=O)NNC(=O)COc3ccccc3)c2)cc1 | 0% | + | 1.2*
CC(=O)c1ccc(NC(=O)CSc2nnc(-c3ccncc3)o2)cc1 | 2% | i | 0.8
CC1CCC(NC(=O)c2ccc(COc3ccccc3)o2)CC1 (stereo not given) | -3% | i | 0.2
COc1ccccc1OCCNC(=O)CSC(=S)N1CCCC1 | -11% | i | 0.8
CCc1ccc(C(=O)C(C)OC(=O)CNS(=O)(=O)c2ccc(C)cc2)cc1 (stereo not given) | 2% | i | 0.2
N=c1ccn2c(n1)O[C@H]1[C@@H](CO)[C@H](O)O[C@H]12 | -5% | ? | .
O=C(Nc1ncccc1O)c1ccc(Cl)c(S(=O)(=O)N2CCCCCC2)c1 | -6% | i | 0.2
Cc1sc2ncnc(N3CCC(C(=O)NNC(=O)COc4cccc(C(F)(F)F)c4)CC3)c2c1C | 0% | i | 0.3
O=C(NCCCN1CCCC1=O)c1cccc(NS(=O)(=O)c2ccccc2)c1 | -5% | i | 0.4
CC(OC(=O)c1nc(Cl)ccc1Cl)C(=O)c1ccccc1 (stereo not given) | -5% | i | 1.2
CC(C)CN(C(=O)COc1ccc(Br)cc1C=O)C1CCS(=O)(=O)C1 (stereo not given) | 3% | i | 0.4
O=S(=O)(NCC(c1ccc2c(c1)OCO2)N1CCN(c2ccccc2)CC1)c1ccccc1 (stereo not given) | 1% | i | 0.6
COc1ccc(/C(O)=C2/C(=O)C(=O)N(CCN(C)C)C2c2ccc(OC)c(OC)c2)c(C)c1 (stereo not given) | -16% | i | 2.4
CCOc1ccc(S(=O)(=O)NCCC(=O)NCC(C)(C)N2CCOCC2)cc1 | -3% | i | 0.9
CN(C)CCN(C(=O)CN1C(=O)c2ccccc2C1=O)c1nc2cc3c(cc2s1)OCCO3 | -4% | i | 0.7
CCC1(c2ccccc2)NC(=O)N(CC(=O)Nc2ccccc2N2CCCC2)C1=O (stereo not given) | -9% | i | 1.5
CC1CC(C)CN(C(=O)c2ccc3ccccc3c2)C1 (stereo not given) | -8% | i | 0.6
COc1ccc2nc(NC(=O)CSC(C)C(=O)Nc3cc(C)on3)sc2c1 (stereo not given) | -9% | i | 1.1
COc1ccc(CNC(N)=O)cc1 | 9% | i | 2.7
O=C(Cc1ccsc1)NNC(=O)c1ccc(F)cc1 | 9% | i | 1.5
CCc1noc(C)c1C(=O)NCCc1ccccc1 | -4% | i | 1.9
COc1cccc(CNC(=O)CC(NC(=O)c2ccccc2)c2ccccc2)c1 (stereo not given) | 1% | i | 1.4
CC(=O)N/C(=C\c1ccccc1)C(=O)OCC(=O)c1ccccc1 | 12% | i | 1.2
CNC(=O)c1c(NC(=O)c2ccco2)sc(C)c1C | -4% | i | 0.7
CCCCN(C(=O)CSc1nnnn1-c1ccccc1OC)C1CCS(=O)(=O)C1 (stereo not given) | 2% | i | 1.0
O=C(c1ccc(NS(=O)(=O)c2ccc3[nH]c(=O)[nH]c3c2)cc1)N1CCCCC1 | 1% | i | 0.7
O=C(CN1C(=O)C2CCCCC2C1=O)Nc1nc2ccc(F)cc2s1 (stereo not given) | -13% | i | 1.5
CCCCc1ccc(NC(=O)CN2C(=O)C3CCCCC3C2=O)cc1 (stereo not given) | -3% | i | 1.0
CCCCCCCCCOC(=O)C1N2C(=O)[C@@H](NC(=O)COc3ccccc3)[C@H]2SC1(C)C (stereo not given in full) | -2% | i | 0.5
CCOC(=O)C1=C(COC(=O)Cc2ccccc2F)NC(=O)NC1C (stereo not given) | 4% | i | 0.8
COc1cccc(C(=O)NCCS(=O)(=O)NCc2ccc3c(c2)OCO3)c1 | 1% | i | 1.0
Cc1cc(C)n(CC(=O)Nc2ccc3c(c2)OCO3)c(=O)c1C#N | -8% | i | 0.4
COc1ccc(NC(=O)CN(C)C(=O)c2n[nH]c3ccccc23)cc1 | 12% | i | 0.7
CN(C(=O)CN(CCO)CC(=O)N(C)C(C)(C)Cc1ccccc1)C(C)(C)Cc1ccccc1 | 2% | i | 2.3
Cc1ccn2c(=O)nc(SCC(=O)N3N=C(c4cccs4)CC3c3ccc(F)cc3)nc2c1 (stereo not given) | -3% | i | 0.9
O=C(NCCCc1ccccc1)c1c(O)nc2sccn2c1=O | -5% | i | 1.1
COc1ccc(N2CCN(C(=O)COC(=O)c3cccc(S(=O)(=O)Nc4ccccc4OC)c3)CC2)cc1 | 2% | i | 0.3
CCN1CCN(c2ccc(S(=O)(=O)N3CCCCC3)cc2NC(=O)COc2ccccc2)CC1 | 0% | i | 1.0
COC(=O)C1CCN(C(=O)COC(=O)C2CCN(S(=O)(=O)c3ccc(C)c(C)c3)CC2)CC1 | 4% | i | 0.7
O=C(NCC(c1ccc(F)cc1)N1CCOCC1)c1cccnc1Sc1ccccc1 (stereo not given) | 3% | i | 0.4
C[C@@H]1CCC[C@]2(O[C@@H](CCO)C[C@@H](O)[C@@H]2O)O1 | -2% | i | 1.1
COc1ccccc1CNC(=O)C1CC2Cn3c(nc4cc(C)c(C)cc43)C2N1C (stereo not given) | 2% | i | 0.6

Quoted from the listing:
Under Salmonella PhoP GFP, N=c1ccn2c(n1)O[C@H]1[C@@H](CO)[C@H](O)O[C@H]12 has the entry -5%
Under Myeloid diff MLP GFP+ MAC1+ %, O=C(CN1C(=O)C2CCCCC2C1=O)Nc1nc2ccc(F)cc2s1 (stereo not given) has the entry 1.5

Continued.
SMILES | Salmonella PhoP GFP | Myeloid diff MLP | Myeloid diff MLP GFP+ MAC1+ %
COC(=O)[C@]1(Cc2ccccc2)N[C@H](c2ccc(-c3cc(C(C)=O)cs3)cc2)[C@@H]2C(=O)N(C)C(=O)[C@@H]21 | -4% | i | 0.8
C1N2CN3CN1CN(C2)C3 | 3% | i | 1.1
CCN(CC(=O)Nc1c(F)cccc1F)C(=O)C1CCN(S(=O)(=O)c2ccc(F)cc2)CC1 | 1% | i | 0.7
CCCCn1c(N)c(N(CCC(C)C)C(=O)c2ccc(COc3ccccc3)o2)c(=O)[nH]c1=O | -9% | i | 0.5
Cc1cc(C)c2nc(N(CCCN(C)C)C(=O)C3=COCCO3)sc2c1 | 3% | i | 0.7
Cc1ccc(Cn2c(C3CCCN3c3nc(-c4ccc(F)cc4)cs3)nc3cc(C(F)(F)F)ccc32)cc1 (stereo not given) | -23% | i | 1.3
Oc1ccccc1O | 4% | i | 6.9
COc1cc2oc3ccc(C#Cc4ccccn4)cc3c(=O)c2cc1OC | 15% | i | 0.4
CCOC(=O)c1ccccc1NC(=O)COC(=O)CCCOc1ccccc1 | -5% | i | 0.3
Cc1ccc(CNC(=O)CSc2nc(=O)n3ccccc3n2)cc1 | -3% | i | 1.4
Cc1ccc(C(=O)NCC(=O)Nc2ncccc2C)s1 | 12% | i | 1.3
O=c1o[nH]c(-c2ccccc2)c1C1=NCCCCC1 | -1% | i | 2.0
NS(=O)(=O)c1cc(C(=O)O)cc(N2CCCC2)c1Oc1ccccc1 | 0% | i | 3.6
CCCCN(C(=O)c1ccc2c(c1)OCCO2)c1c(N)n(CC(C)C)c(=O)[nH]c1=O | 1% | i | 0.6
O=C(COC(=O)c1ccccc1Cl)Nc1ccc2[nH]c(=O)[nH]c2c1 | -8% | i | 0.3
CN(CC(=O)Nc1ccc(Cl)c(C(F)(F)F)c1)C(=O)c1cn2ccccc2n1 | 0% | i | 0.9
Cc1nc(Cc2nnc(SCC(=O)N(C)c3ccccc3)o2)cs1 | 2% | i | 0.9
CC(Oc1cccc(Cl)c1)C(=O)Nc1ccccc1N1CCCC1 (stereo not given) | -4% | i | 0.5
Cc1ccc(S(=O)(=O)NCC(=O)OCC(=O)NCc2cccs2)cc1 | -1% | i | 0.4
CS(=O)(=O)c1ccccc1-c1nnc(NC(=O)c2ccc3ncsc3c2)o1 | 4% | i | 0.7
Cc1ccc(S(=O)(=O)N2CCC(C(=O)OCC(=O)NC3(C#N)CCCCC3)CC2)cc1C | -6% | i | 1.0
COc1cc(C(=O)Nc2cnc(NC(=O)C(C)C)cc2C)cc(OC)c1OC | 1% | i | 0.3
Cc1ccc(S(=O)(=O)N2[C@@H](c3ccccc3F)C(C(=O)O)=CC[C@H]2c2cccs2)cc1 | -3% | i | 1.8
CC1Sc2ccc(C(=O)Nc3ccc(S(=O)(=O)N(C)C)cc3)cc2NC1=O (stereo not given) | 15% | i | 1.0
O=C(O)c1ccn[nH]1 | 1% | i | 2.9
CC(OC(=O)c1cc(Br)ccc1O)C(=O)NCc1ccc2c(c1)OCO2 (stereo not given) | 7% | i | 0.8
COc1ccc(CCNC(=O)CSc2nc(=O)n3cc(C)ccc3n2)cc1OC | 8% | i | 1.8
CCOC(=O)c1cnc(SCC(=O)OCC(=O)NC2CCS(=O)(=O)C2)nc1N (stereo not given) | -2% | i | 0.8
O=[N+]([O-])c1ccccc1S(=O)(=O)Nc1ccc(-c2ccc(N3CCCC3)nn2)cc1 | -7% | i | 0.6
COc1ccc(Nc2nc(N3CCCC3)nc(N3CCOCC3)n2)cc1 | 7% | i | 0.7
COc1cc2ccccc2cc1C(=O)N1CCOCC1 | -1% | i | 1.4
CC(Oc1ccc(Br)cc1)C(=O)Nc1nnc(C2CC2)s1 (stereo not given) | 9% | i | 1.0
CSc1ccc(S(=O)(=O)NCC(=O)OCC(=O)N(C)Cc2ccccc2)cc1[N+](=O)[O-] | 14% | i | 0.3
COc1ccc(-c2nn(-c3ccccc3)cc2C(=O)N2CCN(S(=O)(=O)c3cccc(F)c3)CC2)cc1 | -7% | i | 1.3
COc1ccc(NC(=O)COC(=O)COc2cccc3c2OC(C)(C)C3)cc1 | 7% | i | 0.1
CN(C(=O)COC(=O)C1=COCCO1)c1c(N)n(Cc2ccccc2)c(=O)[nH]c1=O | -3% | i | 0.7
CCCCn1c(N)c(N(CCOC)C(=O)COC(=O)c2cc(CCC)c(C)s2)c(=O)[nH]c1=O | -13% | i | 0.7
OCC[C@H]1C[C@@H](O)[C@H](O)[C@]2(CCCc3ccccc3O2)O1 | -3% | i | 1.4

Sorted by value in Salmonella PhoP GFP (lowest first): 7 of the compounds above.
SMILES | Salmonella PhoP GFP | Myeloid diff MLP GFP+ MAC1+ %
CCCCn1c(N)c(N(CCOC)C(=O)COC(=O)c2cc(CCC)c(C)s2)c(=O)[nH]c1=O | -13% | 0.7
O=[N+]([O-])c1ccccc1S(=O)(=O)Nc1ccc(-c2ccc(N3CCCC3)nn2)cc1 | -7% | 0.6
OCC[C@H]1C[C@@H](O)[C@H](O)[C@]2(CCCc3ccccc3O2)O1 | -3% | 1.4
CCOC(=O)c1cnc(SCC(=O)OCC(=O)NC2CCS(=O)(=O)C2)nc1N (stereo not given) | -2% | 0.8
COc1cc2ccccc2cc1C(=O)N1CCOCC1 | -1% | 1.4
COc1ccc(Nc2nc(N3CCCC3)nc(N3CCOCC3)n2)cc1 | 7% | 0.7
COc1ccc(CCNC(=O)CSc2nc(=O)n3cc(C)ccc3n2)cc1OC | 8% | 1.8

Only part of the results is shown; count on the stated rates, not on these rows.
